High-throughput results deposited in PubChem by several laboratories.
FXN GAA850 act = increases GAA850 frataxin promoter reporter activity; HEK293 lucGAA850 FXN promoter luciferase reporter, 24 h; percent of 10 µM SAHA response; activation, % at 6 µM; actives 0.56% (n = 360,000); AID 540364;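 active = activation above the average of all compounds screened plus 3 SD, cutoff fixed separately per campaign, cut at about 7.5% in these data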;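 also: 0% = DMSO wells and 100% = 10 µM SAHA wells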
ADAM17 inh = ADAM17 inhibition, QFRET primary screen; P78536; recombinant ADAM17, EDANS/DABCYL FRET peptide cleavage; inhibition, % at 6.95 µM; actives 0.83% (n = 370,000);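 active = inhibition above the mean of compounds lying between control limits plus 3 SD, set per campaign, cut at about 8.5% in these data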;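 also: 0% = DMSO-only wells as the low control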
DAX1 inh-1 = inhibitors of DAX1 repression of SF-1 activated StAR promoter. HEK293T StAR-luciferase reporter, SF-1/DAX-1 repression relief. inhibition, % at 6.8 µM. actives 1.1% (n = 370,000). AID 652010;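 active = inhibition above the mean over all tested compounds plus 3 SD, cut at about 3.6% in these data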;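 also: 0% = DAX-1 cells with DMSO and 100% = cells lacking DAX-1 with DMSO; higher inhibition means more luminescence from relief of DAX-1 repression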
SMARCA2 activ = activators of SMARCA2 function; MG213 cells, MMTV-luciferase reporter, dexamethasone, overnight; activation, % at 9.1 µM; actives 1% (n = 370,000); AID 652017; in the data active = activation above about 7.8%;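 also: 0% = vehicle wells and 100% = reference activator wells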
hgDAF-12 ag = hgDAF-12 agonism, primary luciferase screen; HEK293 GAL4-hgDAF12 UAS-luciferase reporter, agonist luminescence; normalized to butyrate control; actives 1.8% (n = 370,000); activation, % at 6.8 µM;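 active = activation above a cutoff set at the mean of all screened compounds plus 3 SD, cut at about 10% in these data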;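 also: 0% = DMSO wells and 100% = sodium butyrate wells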
DAX1 inh-2 = inhibits human nuclear receptor DAX1; HEK293 Gal4-DAX1 luciferase reporter, luminescence; AID 504766; inhibition, % at 6.75 µM; actives 0.99% (n = 340,000); P51843;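 active = inhibition above the mean over all tested compounds plus 3 SD, cut at about 4.2% in these data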;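 also: 0% = DAX1-transfected cells with DMSO and 100% = empty-vector control cells with DMSO; inhibition shows as a rise in luminescence from relieved DAX1 repression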
Target sequence (P51843 207-470 limits assumed): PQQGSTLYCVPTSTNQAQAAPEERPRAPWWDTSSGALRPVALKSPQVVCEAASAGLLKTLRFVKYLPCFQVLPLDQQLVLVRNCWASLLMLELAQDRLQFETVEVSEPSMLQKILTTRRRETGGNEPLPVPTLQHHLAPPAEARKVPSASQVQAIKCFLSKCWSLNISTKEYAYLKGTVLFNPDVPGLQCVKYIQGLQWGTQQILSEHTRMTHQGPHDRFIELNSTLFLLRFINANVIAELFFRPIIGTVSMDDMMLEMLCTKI
ADAM10 inh = ADAM10 inhibition, QFRET primary screen; recombinant ADAM10, EDANS/DABCYL FRET peptide cleavage, 3 h; inhibition, % at 7 µM; actives 0.62% (n = 370,000); AID 720582;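 active = inhibition above a per-campaign cutoff equal to the mean of compounds falling between control-based bounds plus 3 SD, cut at about 20% in these data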;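 also: 0% = DMSO wells while the 100% control is not disclosed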
Target sequence (O14672 214-748 limits assumed): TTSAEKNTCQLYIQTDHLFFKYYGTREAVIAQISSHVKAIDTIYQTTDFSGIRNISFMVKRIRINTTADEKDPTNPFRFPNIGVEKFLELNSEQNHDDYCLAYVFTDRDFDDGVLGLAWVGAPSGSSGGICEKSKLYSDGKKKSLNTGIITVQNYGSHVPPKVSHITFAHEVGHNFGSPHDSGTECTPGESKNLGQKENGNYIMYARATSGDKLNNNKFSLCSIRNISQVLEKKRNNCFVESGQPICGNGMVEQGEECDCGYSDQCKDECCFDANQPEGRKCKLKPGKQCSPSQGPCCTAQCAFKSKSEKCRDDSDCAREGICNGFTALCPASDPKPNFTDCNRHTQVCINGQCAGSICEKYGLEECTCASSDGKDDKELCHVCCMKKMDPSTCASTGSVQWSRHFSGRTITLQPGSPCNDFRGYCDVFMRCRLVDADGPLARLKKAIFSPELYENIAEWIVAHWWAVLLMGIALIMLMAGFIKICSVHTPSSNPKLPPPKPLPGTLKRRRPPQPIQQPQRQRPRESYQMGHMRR
hcDAF12 agonist = H. contortus DAF-12 activation, primary screen; activation, % at 6.8 µM; AID 652067; actives 1.4% (n = 370,000); HEK293 hcDAF-12 lit1-tk-luc reporter, luminescence; 0% DMSO, 100% Δ7-dafachronic acid;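 active = activation above the mean of all tested compounds plus 3 SD, cut at about 5.5% in these data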;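 also: 100% = response to 3 µM Δ7-dafachronic acid high control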
PG9 binder = binds the HIV-1 gp120 antibody PG9; TR-FRET gp120-PG9 antibody binding; inhibition, % at 6.7 µM; actives 0.43% (n = 360,000); AID 624416; in the data active = inhibition above about 8.5%
ssDAF12 agonist = S. stercoralis DAF-12 activation, primary screen; activation, % at 6.8 µM; HEK293 ssDAF-12/GRIP1 lit1-tk-luc reporter, luminescence; % of 3 µM dafachronic acid response; actives 1% (n = 370,000);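 active = activation above the mean over all tested compounds plus 3 SD, cut at about 0.9% in these data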;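 also: 0% = DMSO-only wells and 100% = 3 µM delta7-dafachronic acid wells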
NPR1 activator = GC-A (human) enzyme activation; HEK293 GC-A cells, cGMP TR-FRET, EC30 ANP; 0% at EC30 ANP, 100% saturating ANP; activation, % at 10 µM; actives 0.14% (n = 370,000); AID 1671463; in the data active = activation above about 40%
Numbers without * were called inactive; i = inactive; . = no result given.

SMILES	FXN GAA850 act	ADAM17 inh	DAX1 inh-1	SMARCA2 activ	hgDAF-12 ag	DAX1 inh-2	ADAM10 inh	hcDAF12 agonist	PG9 binder	ssDAF12 agonist	NPR1 activator
NC(=O)c1sc2nccc(Nc3ccccc3)c2c1N	-6.4	-91.3	-0.1	-1.0	2.8	0.5	-301.2	-0.8	-3.6	-0.9	0.0
CC1=C(C#N)C(c2cccnc2)C2=C(CC(C)(C)CC2=O)N1 (centres undefined)	1.3	-477.3	-0.1	0.1	-2.3	1.4	i	-0.7	-0.6	-1.2	-6.1
COC(=O)c1cc2n3ccccc3c(C)c(-c3ccccc3)c-2c1C(=O)OC	3.1	-196.1	0.1	-0.4	1.1	-0.3	i	-0.8	20.6*	-0.8	5.1
Fc1ccc(Nc2nc(NCc3ccccc3)nc3ccsc23)cc1	-0.3	-7.6	-3.1	-6.2	-0.9	.	-19.2	-2.8	0.8	-1.5	7.0
COc1cccc(CNC(=O)CCS(=O)(=O)c2cc3c(cc2C)NC(=O)CO3)c1	-3.7	1.2	0.2	-4.0	1.1	0.2	-12.7	-0.1	1.4	-1.1	1.1
O=C(Nc1ccc(S(=O)(=O)N2CCCCC2)cc1)C1CC1	2.2	1.1	-0.3	-0.7	-1.9	-0.8	6.8	-1.4	-2.9	-0.9	-0.6
O=P(O)(CCc1ccccc1)C(O)c1ccccc1 (centres undefined)	0.1	3.6	-0.2	-0.7	0.0	0.1	2.6	1.5	-0.3	-1.1	1.6
O=S1(=O)c2ccccc2Nc2ccccc21	-0.3	-3.5	-0.3	2.0	-0.5	1.2	0.0	1.3	-0.3	-1.2	2.6
CCn1c(SCCN2CCCCC2)nc2c1c(=O)n(C)c(=O)n2C	2.4	0.5	-0.4	-0.9	0.9	0.5	1.7	1.6	-1.4	-0.3	2.5
COc1ccc2cc(C#N)c(SCC(=O)Nc3nonc3C)nc2c1	2.5	-16.6	-0.4	2.9	2.7	-0.5	-33.3	-1.7	24.7*	-1.0	2.0
CCCN1/C(=C2/SC(=S)N(CC)C2=O)C=Cc2ccccc21	0.3	-0.1	-0.2	1.7	-1.8	-0.4	5.8	-0.4	-2.1	-1.1	-0.1
COc1ccc(-c2csc3ncn(-c4ccccc4)c(=O)c23)cc1OC	0.6	-3.3	0.0	-4.0	0.1	0.3	-3.6	-2.3	2.3	-1.7	-2.8
O=C(NC1CCCC1)C(=O)N(Cc1cccnc1)C(C(=O)NCc1ccco1)c1ccccc1F (centres undefined)	-1.8	-1.2	-0.4	0.2	0.7	-0.8	-1.3	-0.7	-1.2	-2.1	-2.8
Cc1cccc(C(=O)N2CCC(C)(C(=O)NS(=O)(=O)C3CC3)C2)c1C (centres undefined)	-0.3	-3.0	2.1	-1.0	-2.7	.	0.0	-1.2	0.9	-0.9	4.2
COC(=O)CC1SC(=O)NC1=Nc1ccc(C)cc1 (centres undefined)	1.2	1.2	-0.2	0.1	0.3	1.4	5.8	0.0	0.5	-1.2	0.3
Cc1onc(-c2ccccc2)c1C(=O)NCc1cccs1	0.7	-1.2	-0.3	6.8	1.7	-0.1	5.0	-2.2	-1.9	-1.4	-4.1
CSc1oc(-c2ccco2)nc1S(=O)(=O)c1ccc(C)cc1	4.0	0.7	-0.3	9.2*	-1.2	-0.4	0.3	-2.8	-1.4	-1.0	-3.8
CCOC(=O)Nc1nc(-c2ccccc2)c(C(=O)c2ccc(Cl)cc2)s1	2.7	6.8	0.1	-0.9	-4.0	0.0	21.1*	-1.4	0.0	-0.7	-3.0
O=C(O)CSCCC(=O)Nc1ccc(F)cc1	-2.7	-3.4	-0.6	-1.4	2.5	1.2	5.6	0.0	-2.5	-1.5	2.6
CCCCn1c(CNC(=O)CCC)nc2ccccc21	1.0	-3.9	1.5	-0.1	0.8	1.0	-7.4	0.8	0.2	-0.8	2.4
COc1ccc(Cc2noc(CN(C)CCc3ccccc3)n2)cc1OC	0.7	0.0	-0.1	-0.8	0.1	0.0	1.5	-1.7	-1.9	-1.9	-1.5
OC[C@@H]1CC[C@@H]2O[C@H](CCc3ccc(-c4ccc(F)cc4)cc3)[C@@H](n3cc(C4CC4)nn3)C[C@@H]2O1	.	3.5	-1.0	-1.7	-1.9	.	2.4	-0.8	.	-1.9	14.3
CC1CCN(C(=O)COC(=O)c2ccc3c(c2)C(=O)N(Cc2ccco2)C3=O)CC1	0.3	1.7	-0.4	-1.1	-2.8	-0.4	-4.7	1.6	0.8	-0.8	2.2
O=C(COc1ccc(-c2nnco2)cc1)Nc1ccc(C(F)(F)F)cc1	1.6	-1.2	-1.8	-3.1	-1.4	-0.4	3.4	0.2	0.2	-0.9	-1.0
CCc1noc(C)c1C(=O)N(CC)CC(=O)Nc1ccccc1C(F)(F)F	-1.0	-2.1	0.6	-1.6	0.9	1.2	-5.2	0.4	-0.1	-0.6	1.7
COc1ccc(C(C)C)cc1S(=O)(=O)NCCCn1ccnc1	2.7	-0.8	0.1	0.9	-0.1	0.7	0.1	0.3	0.5	-1.4	0.6
CC(C)OC(=O)CSc1nnc(-c2ccc(Cl)cc2)n1N	-0.5	-2.5	-0.9	0.0	0.2	-0.6	4.9	-0.3	-0.4	-1.2	-0.3
Cc1ccc(NC(=O)C2CC(O)CN2C(=O)OCc2ccccc2)c(C)c1 (centres undefined)	-0.8	0.4	-0.2	-1.2	-1.2	0.0	5.5	-2.1	0.2	-0.7	-0.2
Cc1ccc(-c2nnc(N3CCCCC3)c3ccccc23)cc1	3.7	0.3	0.7	-0.6	-0.8	0.1	-3.0	-1.1	1.0	-1.6	-3.1
Cc1ccc(S(=O)(=O)Nc2c(C)nn(C)c2C)cc1	-5.8	-2.9	-0.5	-2.9	1.9	0.3	-0.6	-1.1	-1.1	-0.8	4.5
O=C(Nc1ccc([N+](=O)[O-])cc1Cl)c1cccc([N+](=O)[O-])c1	1.9	-0.6	-0.2	0.2	2.4	1.2	-2.9	0.5	-2.3	-1.3	3.4
CC(=O)Nc1cccc(OC(=O)c2ccoc2C)c1	-0.9	4.0	0.1	-2.0	-1.6	0.3	12.2	-1.1	0.1	-1.0	1.6
C=CCc1ccc(OCCCCN2CC(C)OC(C)C2)c(OC)c1 (centres undefined)	-0.2	-0.5	-0.3	-1.9	0.0	0.1	-5.7	-1.2	-1.2	-1.7	2.0
Cc1ccsc1C(=O)NNC(=O)COc1ccccc1Cl	-0.1	-3.3	0.7	2.9	3.8	0.7	-3.9	-0.9	-1.9	-0.8	1.4
CCCN(CC(=O)Nc1cc(C)on1)S(=O)(=O)c1cccc(C(F)(F)F)c1	-0.4	0.3	-0.9	-1.2	-2.9	1.9	1.6	-0.7	-0.5	-1.1	-1.4
CC1=Nc2ccccc2NC(=O)C1Sc1nnc(C)s1 (centres undefined)	-0.7	-5.0	-0.9	2.9	0.1	0.0	-6.2	-1.9	-2.5	-0.9	-7.5
Cc1ccc(NC(=O)c2ccc(NCc3ccco3)c([N+](=O)[O-])c2)cc1Cl	2.8	0.4	-0.1	-1.0	4.5	0.1	3.2	-0.9	0.4	-0.9	0.0
CCc1ccc(C2=NN(CCC(=O)NCC3CCCO3)C(=O)CC2)cc1 (centres undefined)	0.1	-1.4	0.2	1.7	4.4	0.6	-2.5	-0.2	1.0	-0.9	-3.8
C=CCC(C=C)S(=O)(=O)c1ccc(C)cc1 (centres undefined)	0.5	-1.9	0.1	2.0	-0.5	-0.4	3.1	-2.3	-2.4	-0.9	-1.6
COc1ccc(CCNC(=O)c2cccc([N+](=O)[O-])c2)cc1OC	4.0	-1.8	0.0	-0.7	-3.9	0.8	1.6	-0.3	-1.0	-1.1	14.3
CCOc1ccc(C2=Nn3c(nnc3-c3ccccc3OC)SC2)cc1	4.5	0.9	2.4	2.0	-6.5	-1.7	6.0	-1.1	0.2	-1.1	-2.8
O=C(N/N=C/c1ccc(Cl)cc1Cl)C(=O)NC1CC1	-0.3	-0.7	0.5	-2.2	-1.0	-0.3	-0.9	0.0	-1.6	-0.9	2.8
Cc1cccc(CCNC(=O)c2ccc3c(c2)ncn3C2CCCCC2)c1	.	0.0	0.8	0.2	-0.2	.	6.8	-0.9	.	-1.2	-3.4
CCOC(=O)N(C)C[C@H]1OCc2cnnn2CCCC(=O)N([C@@H](C)CO)C[C@@H]1C	-2.6	6.6	0.9	-3.9	2.3	1.1	7.5	1.6	-0.7	-0.6	0.6
Cc1ccc(NC(=O)C(C)N2CCc3ccccc3C2)cc1 (centres undefined)	0.4	0.9	-0.1	2.2	0.6	-1.5	2.4	1.4	-1.1	-0.1	-4.2
CC1(C)C(=O)OC(C(=O)c2ccc(C(C)(C)C)cc2)C(C)(C)C1=O (centres undefined)	1.0	0.6	0.4	0.3	-0.2	0.0	5.6	0.3	0.5	-1.4	0.2
Cc1cccc2cc(-c3ccccc3)c(-c3ccccc3)c[n+]12	-1.1	-8.9	-3.1	-4.2	-6.5	-4.7	-24.8	-5.5	1.5	-2.4	1.9
O=C(COC(=O)CNC(=O)c1ccc(Cl)cc1Cl)Nc1ccc(N2CCOCC2)cc1	-0.7	-2.9	0.3	-5.6	0.3	0.1	-11.4	-1.3	-1.8	-1.4	6.7
Cc1ccc(-n2nnnc2SC(C)C(=O)NCC(=O)Nc2ccc(F)c(F)c2F)c(C)c1 (centres undefined)	1.1	-0.6	-0.5	-4.6	-2.9	-1.3	7.4	-2.2	1.6	-1.6	-4.9
Cc1ccc([C@H]2C[C@@H](n3cc(C4CC4)nn3)[C@H](O)CN2C(=O)C2CCCCC2)cc1	1.2	-2.9	0.4	1.0	2.8	0.4	-17.9	0.5	-1.8	-0.8	0.2

Continued:
SMILES	FXN GAA850 act	ADAM17 inh	DAX1 inh-1	SMARCA2 activ	hgDAF-12 ag	DAX1 inh-2	ADAM10 inh	hcDAF12 agonist	PG9 binder	ssDAF12 agonist	NPR1 activator
COc1ccc2nc(N=Nc3ccc(N(C)C)cc3)sc2c1	4.1	-0.7	1.9	3.7	9.9	0.6	0.5	4.7	-3.3	-0.4	5.5
CCN(CC)C(=O)c1sc(NC(=O)C(C)C)c(C#N)c1C	-1.8	-1.9	0.6	0.9	-2.9	1.2	-4.1	-1.2	-0.6	-1.3	0.3
O=C(c1cccs1)c1ccccc1Cc1cccs1	0.8	1.4	1.0	4.2	3.7	0.4	-1.5	-1.7	0.1	-0.9	-3.2
CC(C)c1ccc2[nH]c3c(c2c1)CCC/C3=N\NC(=O)c1ccncc1	1.2	-21.9	-0.8	2.3	2.9	1.2	-96.2	0.4	1.5	-0.9	-11.3
CCc1cccc(CC)c1NC(=S)NC(C)c1ccccc1 (centres undefined)	-0.9	4.5	0.1	-0.6	-1.1	1.8	10.0	-0.6	-2.5	-0.7	-10.1
CCC1CCCCN1CCCNC(=O)CN1C(=O)COc2ccccc21 (centres undefined)	-0.1	-6.1	0.9	-0.8	-2.4	0.6	-8.0	0.5	2.1	-0.5	3.9
CC1CC(C)CN(CCCNC(=O)c2csc3c2CCCCC3)C1 (centres undefined)	0.9	-2.8	0.4	-0.4	1.7	-0.6	5.9	0.8	-2.5	-1.8	-3.1
